# Compound activity: PubChem BioAssay, National Center for Advancing Translational Sciences (NCATS)
# FEN1 inhibitor – blocks human flap endonuclease 1. Recombinant FEN1 flap cleavage, fluorescence, 15 min. P39748. Potency, µM (top dose mostly 114 µM), inactives show at the top dose activity change, negative = inhibition, hits mostly inhibitors. 390,000 tested, 0.35% active. AID 588795; further: nearly all actives have a fitted effect of over 65% in size
#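 With each library titrated from low to high concentration, compounds met 10 nM FEN1 for 15 min at room temperature before 50 nM substrate was added; readings at 0 and 15 min fed four-parameter Hill curve fits.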
# N370S GC – inhibits or activates N370S mutant glucocerebrosidase; P04062; N370S GC spleen homogenate, 4MU-glucoside fluorescence; Potency, µM (series often up to 59.4 µM), without a hit: at the highest dose activity change, negative = inhibition, usual class: inhibitors; 330,000 tested, 0.092% active;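 further: 0% = full enzyme activity and -100% = no enzyme basal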
# KAT2A inh – inhibitors of human GCN5L2 histone acetyltransferase | Q92830 | GCN5L2 HAT assay, ThioGlo1 CoA-SH fluorescence | Potency, µM (series often up to 58.9 µM), inactives show at the top dose activity change, negative = inhibition, usual class: inhibitors | 390,000 tested, 0.21% active | AID 504327
# Target sequence (Q92830 whole entry, looked up): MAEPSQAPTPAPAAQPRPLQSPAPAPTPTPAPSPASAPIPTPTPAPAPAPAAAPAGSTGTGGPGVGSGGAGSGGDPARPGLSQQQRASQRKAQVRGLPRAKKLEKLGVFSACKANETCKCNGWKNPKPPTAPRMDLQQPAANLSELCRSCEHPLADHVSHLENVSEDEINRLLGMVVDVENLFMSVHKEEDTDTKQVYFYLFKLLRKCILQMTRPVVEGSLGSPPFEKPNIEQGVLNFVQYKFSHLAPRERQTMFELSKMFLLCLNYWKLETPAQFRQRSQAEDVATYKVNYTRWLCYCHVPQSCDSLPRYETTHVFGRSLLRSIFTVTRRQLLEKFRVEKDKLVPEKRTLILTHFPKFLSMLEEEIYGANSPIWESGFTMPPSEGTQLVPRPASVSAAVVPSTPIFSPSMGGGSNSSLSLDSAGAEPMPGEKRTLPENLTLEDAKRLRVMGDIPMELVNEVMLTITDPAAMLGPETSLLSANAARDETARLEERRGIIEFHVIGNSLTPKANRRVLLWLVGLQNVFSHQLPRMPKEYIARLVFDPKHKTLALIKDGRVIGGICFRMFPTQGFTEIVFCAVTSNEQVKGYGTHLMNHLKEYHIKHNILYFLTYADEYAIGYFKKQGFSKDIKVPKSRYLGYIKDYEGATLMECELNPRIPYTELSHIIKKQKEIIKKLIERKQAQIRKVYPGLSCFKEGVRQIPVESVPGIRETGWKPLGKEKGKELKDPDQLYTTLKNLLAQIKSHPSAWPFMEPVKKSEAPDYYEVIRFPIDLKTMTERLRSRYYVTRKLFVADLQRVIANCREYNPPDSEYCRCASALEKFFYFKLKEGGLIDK
#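 qHTS, 1536-well. 20nM enzyme, pH 7.5 HEPES/EDTA/Tween-20 buffer; 15 min compound preinc., RT. Start: 75uM H3(1-25), 70uM AcCoA, 50uM ThioGlo1. Read Ex340/Em540 at t=0 (autofluorescence flag) and t=20 min.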
# Numbers without * were called inactive; ? = inconclusive; nt = not tested or not shown; & = joins results of further samples. The call rests on the fitted dose curve; in most records, active means well fitted curve in the direction sought with a large enough effect; inconclusive means small, poorly fitted or top-dose-only effect, or another doubt; inactive means no such curve, though single readings can be large; an effect the other way counts as inactive or inconclusive. Unless noted, on the % scale 0 is the no-effect control and ±100 the full control effect; potency means the concentration at half of the fitted maximal effect. These rows are one share of the data; rates above refer to the full screens.
> COc1ccc(NC(=O)c2c(NCc3cccs3)sc3c2CCC(C)C3)c(OC)c1 (stereo not given)
  FEN1 inhibitor: 6.3%	N370S GC: nt	KAT2A inh: -6.9%

> Cc1ccc(COn2c(-c3ccc(Cl)cc3Cl)nc3ncccc32)cc1
  FEN1 inhibitor: 0.8%	N370S GC: 11.1%	KAT2A inh: 1.4%

> C=CCOC(=O)c1sc(NC(=O)c2ccco2)nc1C
  FEN1 inhibitor: 2.2%	N370S GC: -0.9%	KAT2A inh: -3.4%

> OC(c1ccc2c(c1)OCO2)c1nccc2ccccc12 (stereo not given)
  FEN1 inhibitor: -0.9%	N370S GC: -2.2%	KAT2A inh: -1.5%

> CCc1ccc(N2C(=O)C3ON(c4ccccc4)C(c4ccco4)C3C2=O)cc1 (stereo not given)
  FEN1 inhibitor: 0.6%	N370S GC: -0.2%	KAT2A inh: 0.4%

> Cc1cccc(OCCCC(=O)Nc2ccc(Cl)c(S(=O)(=O)N3CCOCC3)c2)c1
  FEN1 inhibitor: ?	N370S GC: nt	KAT2A inh: -5.0%

> CCSc1nc(-c2ccccc2)nc(C(Cl)Cl)n1
  FEN1 inhibitor: 9.1%	N370S GC: -15.3%	KAT2A inh: -5.4%

> Cc1nc2c(C(=O)N3CCN(C)CC3)cnn2c(C)c1Cc1ccc(Cl)cc1
  FEN1 inhibitor: -5.6%	N370S GC: 0.1%	KAT2A inh: -12.0%

> Cc1nnc(N/N=C/c2ccc([N+](=O)[O-])cc2)n1N
  FEN1 inhibitor: -2.1%	N370S GC: -6.0%	KAT2A inh: -0.2%

> O=C(CCC1COc2ccccc2O1)N1CCCC1 (stereo not given)
  FEN1 inhibitor: 6.4%	N370S GC: 3.1%	KAT2A inh: 1.9%

# Full records, looked up by structure:
# Cc1ccc(COn2c(-c3ccc(Cl)cc3Cl)nc3ncccc32)cc1 in the list: FEN1 inhibitor = 0.8%; N370S GC = 11.1%; KAT2A inh = 1.4%
# COc1ccc(NC(=O)c2c(NCc3cccs3)sc3c2CCC(C)C3)c(OC)c1 (stereo not given) in the list: FEN1 inhibitor = 6.3%; N370S GC = nt; KAT2A inh = -6.9%

# Next structures follow.
> O=C(CSc1ccc(F)cc1)Nc1nnc(-c2ccco2)o1
  FEN1 inhibitor: 0.8%	N370S GC: -15.4%	KAT2A inh: -6.3%

> Cc1cc(Cl)n2nc(C)c(-c3ccc(Cl)cc3)c2n1
  FEN1 inhibitor: -8.4%	N370S GC: 6.3%	KAT2A inh: -6.1%

> Cc1ccc(C)c(NC(=O)c2cc[n+](C)cc2)c1
  FEN1 inhibitor: 0.5%	N370S GC: -0.3%	KAT2A inh: 3.0%

> COc1ccccc1N(CC(=O)NCCC1=CCCCC1)S(=O)(=O)c1ccccc1
  FEN1 inhibitor: -23.0%	N370S GC: ?	KAT2A inh: -5.1%

> CN(C)C(=O)c1ccc(-c2ccc3ncnc(NCCN4CCOCC4)c3c2)cc1
  FEN1 inhibitor: nt	N370S GC: -1.9%	KAT2A inh: -8.4%

> O=C(N/N=C/C=C/c1ccco1)c1cccc([N+](=O)[O-])c1
  FEN1 inhibitor: 0.0%	N370S GC: -1.0%	KAT2A inh: -1.1%

> Cc1ccc(NC(=O)Cn2c(-c3ccc4c(c3)OCO4)cn(-c3ccccc3)c2=O)cc1
  FEN1 inhibitor: -3.3%	N370S GC: nt	KAT2A inh: -12.8%

> COc1cc(/C=N/NC(=O)C(=O)NCc2ccco2)cc(Cl)c1O
  FEN1 inhibitor: -10.4%	N370S GC: -7.4%	KAT2A inh: -5.9%

> O=C(CN1CCN(S(=O)(=O)/C=C/c2ccccc2)CC1)NCC(F)(F)F
  FEN1 inhibitor: -0.1%	N370S GC: -4.4%	KAT2A inh: -3.6%

> O=C(CCC(=O)OCC(=O)c1ccccc1)NC1CCCCC1
  FEN1 inhibitor: -0.6%	N370S GC: -25.5%	KAT2A inh: 4.1%

> Cc1ccc(-c2nc(-c3ccccc3)no2)c(Cl)c1
  FEN1 inhibitor: 2.8%	N370S GC: 6.9%	KAT2A inh: -7.2%

> COc1ccccc1Nc1nc(N)nc(CSC(=S)N2CCC(C)CC2)n1
  FEN1 inhibitor: -21.5%	N370S GC: 24.4%	KAT2A inh: -6.1%

> COc1ccc(Br)cc1/C=N/NC(=O)CNC(=O)/C=C/c1ccccc1
  FEN1 inhibitor: 4.5%	N370S GC: -4.6%	KAT2A inh: -4.8%

> O=[N+]([O-])c1ccc(Sc2cccc[n+]2[O-])c2nonc12
  FEN1 inhibitor: 22.4µM*	N370S GC: -11.2%	KAT2A inh: 15.8µM*

> Cc1cc(=O)[nH]c(SCC(=O)N2CCN(S(=O)(=O)c3ccccc3)C2)n1
  FEN1 inhibitor: 18.7%	N370S GC: nt	KAT2A inh: -6.7%

> COc1ccc(/C=C2/C(=O)N(c3ccccc3)N=C2C)cc1Br
  FEN1 inhibitor: ?	N370S GC: -7.8%	KAT2A inh: -6.1%

> Cc1scc(C(=O)N/N=C/c2ccc([N+](=O)[O-])o2)c1C
  FEN1 inhibitor: nt	N370S GC: -6.1%	KAT2A inh: -3.9%

> CCN(CC)CCN1C(=O)C2C(C(=O)Nc3ccc(C(C)C)cc3)C3C=CC2(O3)C1C(=O)NC1CCCCC1 (stereo not given)
  FEN1 inhibitor: -1.5%	N370S GC: -6.2%	KAT2A inh: -2.8%

> N#CC1=C(N)Oc2c(oc(CO)cc2=O)C1c1cccs1 (stereo not given)
  FEN1 inhibitor: -8.9%	N370S GC: 1.6%	KAT2A inh: -3.9%

> O=C1C=C(c2ccoc2)N2CCC[C@H]2C1
  FEN1 inhibitor: -3.5%	N370S GC: nt	KAT2A inh: -6.5%

> Cc1cccc(NCc2nc(SCC(=O)Nc3ccccc3Br)n[nH]2)c1
  FEN1 inhibitor: -14.7%	N370S GC: 1.9%	KAT2A inh: -3.8%

> CC1Sc2ccc(S(=O)(=O)CCC(=O)Nc3ccc(C(C)C)cc3)cc2NC1=O (stereo not given)
  FEN1 inhibitor: 16.0%	N370S GC: 6.31µM*	KAT2A inh: -3.9%

> COc1ccc(OCC(=O)NNC(=O)C(=O)N2CCCC2)cc1
  FEN1 inhibitor: 7.5%	N370S GC: -8.4%	KAT2A inh: 0.6%

> Cc1cc(C)n2nc(SC(C)C(=O)Nc3ccccc3F)nc2n1 (stereo not given)
  FEN1 inhibitor: 1.9%	N370S GC: nt	KAT2A inh: 3.5%

> Cc1ccc2c(c1)CC1(CN2C)C(=O)OC(C)(C)OC1=O
  FEN1 inhibitor: -4.1%&4.3%	N370S GC: -9.4%	KAT2A inh: 1.4%

> O=C(NCCc1cccc(Cl)c1)c1cc2ccccc2oc1=O
  FEN1 inhibitor: -2.3%	N370S GC: -15.3%	KAT2A inh: 2.7%

> CCOC(=O)CNC(=O)c1cn(CC)c(=O)c2cc(OC)c(OC)cc12
  FEN1 inhibitor: 4.4%	N370S GC: 14.2%	KAT2A inh: -1.4%

> CC(=O)N1CCN(S(=O)(=O)c2c(F)cc(F)c(Cl)c2F)CC1
  FEN1 inhibitor: 1.3%	N370S GC: -1.9%	KAT2A inh: -6.0%

> COc1ccc(-c2cc(C(=O)Nc3cc(C)ccc3O)no2)cc1OC
  FEN1 inhibitor: -5.6%	N370S GC: nt	KAT2A inh: 0.9%

> COc1cc(OC)c(C(=O)OCC(=O)c2ccc3c(c2)NC(=O)CO3)cc1OC
  FEN1 inhibitor: 10.2%	N370S GC: nt	KAT2A inh: -4.3%

> O=C(COC(=O)c1ccccc1F)NNC(=O)c1ccccc1
  FEN1 inhibitor: 0.2%	N370S GC: -2.1%	KAT2A inh: -2.4%

> CCCCCCCC/C=C/CCCCCCCC(=O)NCCOP(=O)(O)O
  FEN1 inhibitor: nt	N370S GC: ?	KAT2A inh: 7.08µM*

> COc1cccc(-c2nc(-c3ccccc3)c(-c3ccccc3)[nH]2)c1OCC(=O)O
  FEN1 inhibitor: -21.8%	N370S GC: -3.7%	KAT2A inh: 1.9%

> CC(C)C1OC2c3cccc4cccc(c34)C2N1c1ccccc1 (stereo not given)
  FEN1 inhibitor: ?	N370S GC: 2.3%	KAT2A inh: -1.8%

> c1csc(C2Nc3ccccc3-c3nc4ccccc4n32)c1 (stereo not given)
  FEN1 inhibitor: -17.4%	N370S GC: ?	KAT2A inh: -4.6%

> Cc1cccc2cc(CN(Cc3ccco3)C(=O)c3cccs3)c(=O)[nH]c12
  FEN1 inhibitor: 12.6%	N370S GC: 10.3%	KAT2A inh: -0.8%

> CN(C)c1ccc(/C=C(/C#N)C(=O)NCc2ccccc2)o1
  FEN1 inhibitor: 1.6%	N370S GC: 0.4%	KAT2A inh: -3.5%

> NC(=O)c1ccc(C(F)(F)F)n(Cc2ccc(Cl)cc2)c1=O
  FEN1 inhibitor: -16.5%	N370S GC: 22.8%	KAT2A inh: -9.3%

> CCOc1ccccc1NC(=O)c1ccc2nccnc2c1
  FEN1 inhibitor: -4.9%	N370S GC: 2.6%	KAT2A inh: -10.4%

> N#Cc1ncn(-c2ccc(Oc3ccccc3)cc2)c1N
  FEN1 inhibitor: -11.6%	N370S GC: 14.3%	KAT2A inh: -5.0%

> O=c1[nH]c2cccc(Cl)c2n(CCNc2ncc(C(F)(F)F)cc2Cl)c1=O
  FEN1 inhibitor: -23.2%	N370S GC: -8.2%	KAT2A inh: -4.8%

> COC(=O)Cn1cnc2ccccc2c1=O
  FEN1 inhibitor: -3.3%	N370S GC: 15.4%	KAT2A inh: 0.0%

> Cc1ccc(N2CC(C(=O)NCc3ccccn3)CC2=O)cc1 (stereo not given)
  FEN1 inhibitor: -0.5%	N370S GC: 0.8%	KAT2A inh: -3.8%

> COc1ccc(NC2CS(=O)(=O)CC2NCc2ccco2)cc1 (stereo not given)
  FEN1 inhibitor: -3.6%	N370S GC: -19.6%	KAT2A inh: -1.1%

> Cc1cccc(N2CCN(C(=S)Nc3ccc4nc(N5CCN(C)CC5)cc(C)c4c3)CC2C)c1 (stereo not given)
  FEN1 inhibitor: -4.0%	N370S GC: -21.5%	KAT2A inh: -2.6%

> O=C(CCN1C(=O)c2ccc([N+](=O)[O-])cc2C1=O)Nc1cccc(O)c1
  FEN1 inhibitor: 5.1%	N370S GC: 3.8%	KAT2A inh: 0.3%

> COc1ccc(-c2nc(C(N)=O)c3[nH]c(=O)n(-c4ccccc4OC)c3n2)c(OC)c1
  FEN1 inhibitor: 16.4%	N370S GC: 20.2%	KAT2A inh: -2.1%

> Cc1ccc2c(c1)N(CCC(=O)NC(C)C)C(=O)CO2
  FEN1 inhibitor: 1.0%	N370S GC: 4.2%	KAT2A inh: 0.7%

> Cc1nc2ccccc2n1CCOc1ccc([N+](=O)[O-])cc1
  FEN1 inhibitor: 8.3%	N370S GC: -2.7%	KAT2A inh: 0.2%

> COc1ccc(N(CC(=O)Nc2cccc(N(C)S(C)(=O)=O)c2)S(=O)(=O)c2ccccc2)cc1Cl
  FEN1 inhibitor: -11.7%	N370S GC: -11.2%	KAT2A inh: -21.1%

# Looked up by compound from the list above:
> CN(C)C(=O)c1ccc(-c2ccc3ncnc(NCCN4CCOCC4)c3c2)cc1
  FEN1 inhibitor: nt	N370S GC: -1.9%	KAT2A inh: -8.4%

> Cc1nnc(N/N=C/c2ccc([N+](=O)[O-])cc2)n1N
  FEN1 inhibitor: -2.1%	N370S GC: -6.0%	KAT2A inh: -0.2%

> Cc1ccc(N2CC(C(=O)NCc3ccccn3)CC2=O)cc1 (stereo not given)
  FEN1 inhibitor: -0.5%	N370S GC: 0.8%	KAT2A inh: -3.8%

> COc1cccc(-c2nc(-c3ccccc3)c(-c3ccccc3)[nH]2)c1OCC(=O)O
  FEN1 inhibitor: -21.8%	N370S GC: -3.7%	KAT2A inh: 1.9%

> Cc1cccc2cc(CN(Cc3ccco3)C(=O)c3cccs3)c(=O)[nH]c12
  FEN1 inhibitor: 12.6%	N370S GC: 10.3%	KAT2A inh: -0.8%

> O=C(CSc1ccc(F)cc1)Nc1nnc(-c2ccco2)o1
  FEN1 inhibitor: 0.8%	N370S GC: -15.4%	KAT2A inh: -6.3%

> Cc1nc2ccccc2n1CCOc1ccc([N+](=O)[O-])cc1
  FEN1 inhibitor: 8.3%	N370S GC: -2.7%	KAT2A inh: 0.2%

# Later entries:
> Cc1cc(C(=O)O)c2c(=O)n(C)c(=O)n(C)c2n1
  FEN1 inhibitor: -7.5%	N370S GC: nt	KAT2A inh: 1.8%

> O=C1CN(C(=O)c2cc3ccccc3oc2=O)C(c2ccc(F)cc2)c2cc(F)ccc2N1 (stereo not given)
  FEN1 inhibitor: 4.5%	N370S GC: 22.2%	KAT2A inh: 0.0%

> C=CCn1c(SCC(=O)NCC2CCCO2)nnc1C1CCCCC1 (stereo not given)
  FEN1 inhibitor: -6.1%	N370S GC: 8.2%	KAT2A inh: -11.8%

> COc1cc(C(=O)N2CCN(C(=O)c3cc(-c4ccc(Br)cc4)n[nH]3)CC2)cc(OC)c1OC
  FEN1 inhibitor: -2.8%	N370S GC: -9.7%	KAT2A inh: -4.8%

> O=C(COc1nncc2ccccc12)NCCC1=CCCCC1
  FEN1 inhibitor: 3.4%	N370S GC: 5.3%	KAT2A inh: -0.4%
